Assay outcomes deposited in PubChem by National Center for Advancing Translational Sciences (NCATS).
Shiga inhibitor – A qHTS for Small Molecule Inhibitors of Shiga Toxin; inhibition, % at 38.7 µM; 290,000 compounds, 9.2% hits; Vero cells, Shiga toxin protein synthesis inhibition reporter; in the data active = inhibition mostly above about 28%, no sharp cut-off; inactive = mostly below about 43%; also: 0% is about no effect
LmPK inhibitor – qHTS Assay for Inhibitors of Leishmania Mexicana Pyruvate Kinase (LmPK); 290,000 compounds, 0.37% hits; Q27686; purified LmPK, Kinase-Glo ATP luminescence, 1 h; Potency, µM (titrated, usually from 57.5 µM), for inactives: top-dose activity change, negative = inhibition, most hits filed as inhibitors; also: potency is read from the fitted curve at half-maximal effect; % is scaled to controls: 0 for no effect and ±100 for the full control effect
Target sequence (Q27686 whole entry, looked up): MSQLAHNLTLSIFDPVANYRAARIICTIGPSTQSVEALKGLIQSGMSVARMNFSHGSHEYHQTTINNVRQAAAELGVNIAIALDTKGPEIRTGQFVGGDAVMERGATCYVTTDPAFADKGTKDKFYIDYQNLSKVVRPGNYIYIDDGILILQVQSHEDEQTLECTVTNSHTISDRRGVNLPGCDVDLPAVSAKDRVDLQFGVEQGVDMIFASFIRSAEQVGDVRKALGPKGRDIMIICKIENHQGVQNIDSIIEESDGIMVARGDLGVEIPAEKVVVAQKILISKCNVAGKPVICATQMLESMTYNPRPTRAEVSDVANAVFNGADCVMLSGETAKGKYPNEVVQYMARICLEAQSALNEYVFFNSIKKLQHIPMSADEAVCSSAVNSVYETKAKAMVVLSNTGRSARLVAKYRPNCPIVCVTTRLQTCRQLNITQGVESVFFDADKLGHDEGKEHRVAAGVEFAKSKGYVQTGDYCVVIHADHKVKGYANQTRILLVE
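qHTS format; LmPK 0.1 nM; substrates PEP 0.5 mM and ADP 0.1 mM. One-hour room-temperature incubation, then coupled luciferase luminescence; 0.5 nM enzyme wells mark activation.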
Tb PYK inh – qHTS of Trypanosoma Brucei Inhibitors; pyruvate kinase (Trypanosoma brucei), Q57TT1; TbPYK enzyme, Kinase-Glo Plus ATP luminescence, 45 min; Potency, µM (top dose mostly 76.8 µM), for the others: at the top dose activity, negative = inhibition, usual class: inhibitors; 410,000 compounds, 0.12% hits; AID 624173, 2012; also: potency is read from the fitted curve at half-maximal effect; % is scaled to controls: 0 for no effect and ±100 for the full control effect; nearly all actives have a fitted effect of over 50% in size
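T. brucei PYK with substrate was exposed to pin-transferred compounds across a concentration series, then started with 130 uM ADP (final). After 45 min at room temperature, Kinase-Glo Plus luminescence was read, normalized and curve-fitted.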
Pf growth 48h – Primary qHTS for delayed death inhibitors of the malarial parasite plastid, 48 hour incubation. P. falciparum luciferase growth in erythrocytes, 48 h. Potency, µM (series often up to 28.7 µM), for inactives: at the top dose activity change, negative = inhibition, actives largely listed as inhibitors. 310,000 compounds, 5.9% hits; also: potency is read from the fitted curve at half-maximal effect; % is scaled to controls: 0 for no effect and ±100 for the full control effect
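In quantitative HTS format, infected erythrocytes bearing luciferase-reporter parasites were treated for a single generation at 37 C. Luminescence after adding detection reagent served as the growth measure.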
CHX counter – Cycloheximide Counterscreen for Small Molecule Inhibitors of Shiga Toxin; cell reporter, cycloheximide protein synthesis inhibition counterscreen; AID 2314, 2010; 300,000 compounds, 12% hits; max response, %; in the data active = max response mostly above about 13%, no sharp cut-off; inactive = mostly below about 14%; also: read at 38.3 µM for the half of the compounds with a filed dose; 0% is about no effect
HCV inhibitor – qHTS Assay for Inhibitors of Hepatitis C Virus (HCV); 340,000 compounds, 3.4% hits; Huh7.5.1 HCVcc-Cre infection, luciferase reporter, 44 h; Potency, µM (highest dose often 41.8 µM), for inactives: at the top dose activity change, negative = inhibition, usual class: inhibitors; also: potency is read from the fitted curve at half-maximal effect; % is scaled to controls: 0 for no effect and ±100 for the full control effect
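Compounds are dispensed onto cells plated 4 h earlier at 1,000 per well, with HCVcc-Cre virus (about 0.5 moi) added next. Following 44 h of culture, luminescent signal is measured for 15 sec after 15 min with substrate at room temperature.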
Pf growth 96h – Primary qHTS for delayed death inhibitors of the malarial parasite plastid, 96 hour incubation; P. falciparum luciferase reporter growth, 96 h; Potency, µM (series often up to 28.7 µM), for inactives: at the top dose activity change, negative = inhibition, most hits filed as inhibitors; 320,000 compounds, 6.9% hits; also: potency is read from the fitted curve at half-maximal effect; % is scaled to controls: 0 for no effect and ±100 for the full control effect
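Two-generation exposure (96 h) targets delayed-death phenotype. Reporter parasites carrying integrated firefly luciferase, in red cells at 2% hematocrit and 0.05% parasitemia final, kept at 37 C, 5% CO2; luminescence loss indicates inhibition.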
An asterisk follows results filed as active; ? = inconclusive; · = no result given; & = joins results of further samples; [ ] = dose if it differs, or a comment. Unless noted, calls follow the shape of the dose curve; as a rule, active = well fitted curve in the direction sought with a large enough effect; inconclusive = small, poorly fitted or top-dose-only effect, or another doubt; inactive = no such curve, though single readings can be large; an effect the other way counts as inactive or inconclusive.

nr | Molecule | HCV inhibitor | CHX counter | Pf growth 96h | Pf growth 48h
1 | COc1ccc(NC(=O)C2CCN(S(=O)(=O)c3ccc(Br)s3)CC2)cc1OC | 16% | -2 | ? | ?
2 | CC1CCC2(CC1)NC(=O)N(NC(=O)c1cc3ccccc3o1)C2=O (stereo unspecified) | 17% | · | -5% | 12%
3 | CCOC(=O)c1c(C)[nH]c(C)c1C(=O)CSc1nc2ccccc2n1CCC#N | -2% | 8 | 2% | -24%
4 | O=C(COC(=O)c1ccc2c(c1Cl)C(=O)c1ccccc1C2=O)NC1CC1 | -16% | 31* | ? | -13%
5 | CCOC(=O)c1cccc(-[n+]2c(-c3ccccc3)cc(-c3ccccc3)cc2-c2ccccc2)c1 | ? | · | 0.59µM* | 1.9µM*
6 | COCCCNC(=O)c1ccccc1NS(C)(=O)=O | 19% | -1 | · | 11%
7 | CC[n+]1c(S(=O)(=O)[O-])ccc2ccc(C)cc21 | -24% | -1 | 54%[activator] | 0%
8 | Cc1ccccc1OCC(=O)Nc1ccc2oc(=O)ccc2c1 | -25% | 33* | 116%[activator] | 32%[activator]
9 | Cc1cc(NS(=O)(=O)c2ccc(NC(=O)c3cnc4sccn4c3=O)cc2)nc(C)n1 | 12% | 6 | 61%[activator] | 38%[activator]
10 | Cn1nnc2cc(C(=O)Nc3ccccc3F)ccc21 | 11% | 31* | -7% | 75%[activator]
11 | CCCC(O)(CCC)C(=O)NN1CCCCC1 | 11% | -4 | ? | -4%
12 | CC/C(=N/NC(=O)CNc1ccc(Cl)cc1C)c1ccccc1 | -7% | -9 | -48% | 5%
13 | CC1=C(C(=O)Nc2ccc(F)c(F)c2)C(c2cccs2)NC(=S)N1 (stereo unspecified) | ? | -4 | 14% | -3%
14 | CCOc1ccccc1/C=N/OCC(=O)NCc1ccc(F)cc1 | 4µM* | -1 | 17% | -5%
15 | CC(C)CC(COCc1ccc(Cl)cc1)N1CCN(C(=O)c2ccc(C(F)(F)F)cc2)CCC1=O (stereo unspecified) | ? | -2 | ? | ?

nr | Tb PYK inh | Shiga inhibitor | LmPK inhibitor
1 | 5% | -3 | -1%
2 | -13% | · | ·
3 | -28% | 2 | -4%
4 | -6% | 39* | -1%
5 | -1% | · | ·
6 | 1% | -4 | -1%
7 | -1% | 18 | -2%
8 | 0% | 54 | 2%
9 | -7% | -5 | 7%
10 | -6% | 55* | 0%
11 | -18% | -9 | -2%
12 | -15% | -22 | 1%
13 | -7% | 1 | 3%
14 | -3% | -3 | 1%
15 | 3% | -8 | 5%

Next section:
nr | Molecule | HCV inhibitor | CHX counter | Pf growth 96h | Pf growth 48h
16 | COCCN1Cc2cccc(C(=O)Nc3ccc(S(=O)(=O)N4CCCCCC4)cc3)c2C1=O | 2% | -1 | ? | ?
17 | COC(=O)c1ccc(C)c(NS(=O)(=O)c2ccc3c(c2)OCCO3)c1 | ? | -5 | 17% | -9%
18 | C[C@@H](C(=O)NCc1c(F)cccc1Cl)N1C(=O)N2CCc3c([nH]c4ccccc34)[C@@]2(C)C1=O | 11µM* | -1 | ? | ?
19 | COC(=O)c1ccc(N2CCc3ccccc32)c([N+](=O)[O-])c1 | -25% | 9 | -8% | -3%
20 | CC(=O)c1c(-c2ccccc2)c2cc(Cl)ccc2[nH]c1=O | 2% | 13 | ? | -9%
21 | CCc1nc(Nc2ccccc2F)c2oc3ccccc3c2n1 | ? | 8 | ? | -2%
22 | Cc1cc(N2CCN(C)CC2)nc2ccc(NC(=S)N3CCN(c4ccccn4)CC3)cc12 | -21% | 0 | 9.3µM* | -32%
23 | COc1ccc(-c2csc(Nc3ccccn3)n2)cc1OC | 8.9µM* | 37* | ? | 148%[activator]
24 | O=C1C=C(c2ccc(Oc3ccccc3)cc2)C[C@@H](c2ccc(Cl)cc2)C1 | -8% | · | ? | ?
25 | C/C(=N\NC(=O)CNC(=O)C(c1ccccc1)c1ccccc1)c1ccc(C(C)(C)C)cc1 | 21% | 1 | 21% | -18%
26 | COc1ccc(C(=O)CSc2nnc(CNC(=O)c3ccco3)n2C)cc1OC | -1% | -8 | 4% | -15%
27 | COc1ccccc1N1CCN(CCCCNC(=O)c2ccc(-c3ccc(C(C)=O)cc3)cc2)CC1 | · | · | 12% | ?
28 | Cc1cc(C)c(NC(=O)COC(=O)c2cccc3c2C(=O)c2ccccc2C3=O)c(C)c1 | ? | -2 | ? | -28%
29 | CC(C(=O)Nc1ccc(Cl)cc1)N(C)Cc1cccs1 (stereo unspecified) | 2% | 12 | -19% | 9%
30 | COc1ccc(NC(=O)COC(=O)CC2CCCC2)cc1Cl | 7% | · | -4% | 5%

nr | Tb PYK inh | Shiga inhibitor | LmPK inhibitor
16 | -4% | -6 | 4%
17 | 0% | 0 | -3%
18 | -5% | -5 | -8%
19 | -6% | 5 | 5%
20 | -18% | 2 | 4%
21 | 3% | 24 | -1%
22 | -7% | -5 | 7%
23 | -3% | 67* | 4%
24 | -9% | · | ·
25 | -1% | -11 | 6%
26 | -10% | 14 | 3%
27 | -5% | · | ·
28 | -5% | -12 | 2%
29 | -16% | 21 | 0%
30 | 1% | · | ·

Filtered by structure, the compounds so far containing fluorine (6)
nr | Molecule | HCV inhibitor | CHX counter | Pf growth 96h | Pf growth 48h
10 | Cn1nnc2cc(C(=O)Nc3ccccc3F)ccc21 | 11% | 31* | -7% | 75%[activator]
13 | CC1=C(C(=O)Nc2ccc(F)c(F)c2)C(c2cccs2)NC(=S)N1 (stereo unspecified) | ? | -4 | 14% | -3%
14 | CCOc1ccccc1/C=N/OCC(=O)NCc1ccc(F)cc1 | 4µM* | -1 | 17% | -5%
15 | CC(C)CC(COCc1ccc(Cl)cc1)N1CCN(C(=O)c2ccc(C(F)(F)F)cc2)CCC1=O (stereo unspecified) | ? | -2 | ? | ?
18 | C[C@@H](C(=O)NCc1c(F)cccc1Cl)N1C(=O)N2CCc3c([nH]c4ccccc34)[C@@]2(C)C1=O | 11µM* | -1 | ? | ?
21 | CCc1nc(Nc2ccccc2F)c2oc3ccccc3c2n1 | ? | 8 | ? | -2%

nr | Tb PYK inh | Shiga inhibitor | LmPK inhibitor
10 | -6% | 55* | 0%
13 | -7% | 1 | 3%
14 | -3% | -3 | 1%
15 | 3% | -8 | 5%
18 | -5% | -5 | -8%
21 | 3% | 24 | -1%

Later entries.
nr | Molecule | HCV inhibitor | CHX counter | Pf growth 96h | Pf growth 48h
31 | Cc1cccc(NC(=O)CSc2nc3[nH]c(=O)cc(O)c3s2)c1 | 16% | · | -27% | 10%
32 | COc1ccc(S(=O)(=O)N(CC(=O)NCc2ccco2)c2ccc(F)cc2)cc1 | 3% | -2 | 37%[activator] | -22%
33 | CCCc1nc2ccccc2c(C(=O)OCC(=O)N2CCc3ccccc32)c1CC | 8.9µM* | -8 | 8.3µM* | ?
34 | CC(=O)N1N=C(c2cccc([N+](=O)[O-])c2)OC1c1cccc(Br)c1 (stereo unspecified) | -24% | 6 | ? | ?
35 | O=C(NC1CCN(Cc2cccc([N+](=O)[O-])c2)CC1)c1ccccc1 | -16% | -4 | ? | -17%[0.00184 µM]
36 | O=C(NC(=S)Nc1c(Cl)ccc2nsnc12)c1ccccc1F | -1% | 15 | -9% | 13%
37 | COc1cc(/C=C2\C(=O)NC(=O)N(c3ccc(C)cc3)C2=O)cc(OC)c1O | 6% | -5 | -24% | -8%
38 | COc1cnc(-c2ccccc2)nc1Sc1ccccc1 | 13µM* | 12 | ? | -7%
39 | COc1cc2cc(CN(Cc3nnnn3C3CCCC3)C3CCCC3)c(=O)[nH]c2cc1OC | · | -3 | -32% | 6%
40 | NS(=O)(=O)c1ccc(NS(=O)(=O)c2ccc(C3CNC(=O)C3)cc2)cc1 (stereo unspecified) | 27% | 5 | -8% | 18%
41 | COc1ccccc1NC(=O)CN1CCC(c2nc3ccccc3[nH]2)CC1 | ? | 0 | 0% | -7%
42 | CCC1CCCCN1CCCNC(=O)Cn1c(=O)c2cccn2c2ccccc21 (stereo unspecified) | ? | 1 | 1% | 7%
43 | Cc1cc2c(c(=O)n1C)C(Cc1ccccc1)C(C#N)=C(N)O2 (stereo unspecified) | 14% | 1 | ? | 7%
44 | COc1ccc(OCCOC(=O)CNS(=O)(=O)c2ccc(SC)c([N+](=O)[O-])c2)cc1 | 1% | · | 19% | 11%
45 | CCC(=O)N1CCN=C1SCc1cc(C)ccc1C | 9% | -9 | -24% | 2%

nr | Tb PYK inh | Shiga inhibitor | LmPK inhibitor
31 | -19% | · | ·
32 | 8% | 35 | 8%
33 | -2% | -7 | 4%
34 | 0% | -11 | 11%
35 | -4% | -3 | 2%
36 | 1% | 15 | -4%
37 | ? | -5 | -3%
38 | 2% | -6 | 3%
39 | · | -4 | 6%
40 | 0% | -5 | -7%
41 | -3% | 18 | -3%
42 | 6% | 3 | 6%
43 | -6% | 9 | 1%
44 | 4% | · | ·
45 | 2% | 14 | 1%

Additional compounds:
nr | Molecule | HCV inhibitor | CHX counter | Pf growth 96h | Pf growth 48h
46 | COCCC(=O)N1CCc2c([nH]c3ccccc23)C1C(C)(C)C (stereo unspecified) | 8% | 11 | ? | ?
47 | COc1cccc(N2CCN(C(=O)c3ccc(CS(=O)c4ccc(Cl)cc4)o3)CC2)c1 (stereo unspecified) | -9% | -4 | 13µM* | ?
48 | CC(C)c1nc(SCc2c(F)cccc2Cl)c2c(=O)n(C)c(=O)n(C)c2n1 | ? | -1 | ? | ?
49 | COc1ccc(CNC(=O)C(c2ccc(C)o2)N(C(=O)c2csnn2)c2ccc(C(C)C)cc2)cc1 (stereo unspecified) | ? | 16 | -14% | ?
50 | O=Cc1cn(Cc2ccc(Br)cc2)c2ccccc12 | 1% | 0 | 20% | 7%
51 | Cc1c(Cl)cnc(NC(=O)COC(=O)c2ccncc2)c1Cl | 31%[activator] | · | -17% | ?
52 | O=C(CSc1nc(O)cc(=O)n1-c1ccccc1)N1CCCCC1 | 12%&1% | -5 | · | -9%
53 | Cc1cccc(NS(=O)(=O)c2ccc(OCC(=O)N3CCCC3)cc2)c1 | -19% | -1 | ? | -8%
54 | O=c1[nH]c(=O)n(-c2ccccc2)c2c1C(C(F)(F)F)(C(F)(F)F)N=C(CCC1CCCCC1)N2 | ? | -2 | -28% | ?
55 | Cc1occc1C(=O)Nc1cccc(Cn2cccn2)c1 | 8% | 11 | · | 2%
56 | COc1ccccc1C(=O)Nc1cccc(N(C)S(C)(=O)=O)c1 | 8% | 13 | 21% | 27%

nr | Tb PYK inh | Shiga inhibitor | LmPK inhibitor
46 | 1% | 41 | 1%
47 | 2% | -3 | -10%
48 | 7% | -4 | 2%
49 | -4% | 28 | 4%
50 | 0% | 3 | 1%
51 | -8% | · | ·
52 | 0% | 13 | -12%
53 | -3% | -18 | -6%
54 | 4% | -12 | 6%
55 | -11% | 40 | -22%
56 | -3% | 15 | 1%
